GCN5L2 inh – inhibitors of human GCN5L2 histone acetyltransferase; Q92830; GCN5L2 HAT assay, ThioGlo1 CoA-SH fluorescence; Potency, µM (highest dose often 58.9 µM), without a hit: at the top dose activity change, negative = inhibition, hits mostly inhibitors; 0.21% of 390,000 active
Target sequence (Q92830 whole entry, looked up): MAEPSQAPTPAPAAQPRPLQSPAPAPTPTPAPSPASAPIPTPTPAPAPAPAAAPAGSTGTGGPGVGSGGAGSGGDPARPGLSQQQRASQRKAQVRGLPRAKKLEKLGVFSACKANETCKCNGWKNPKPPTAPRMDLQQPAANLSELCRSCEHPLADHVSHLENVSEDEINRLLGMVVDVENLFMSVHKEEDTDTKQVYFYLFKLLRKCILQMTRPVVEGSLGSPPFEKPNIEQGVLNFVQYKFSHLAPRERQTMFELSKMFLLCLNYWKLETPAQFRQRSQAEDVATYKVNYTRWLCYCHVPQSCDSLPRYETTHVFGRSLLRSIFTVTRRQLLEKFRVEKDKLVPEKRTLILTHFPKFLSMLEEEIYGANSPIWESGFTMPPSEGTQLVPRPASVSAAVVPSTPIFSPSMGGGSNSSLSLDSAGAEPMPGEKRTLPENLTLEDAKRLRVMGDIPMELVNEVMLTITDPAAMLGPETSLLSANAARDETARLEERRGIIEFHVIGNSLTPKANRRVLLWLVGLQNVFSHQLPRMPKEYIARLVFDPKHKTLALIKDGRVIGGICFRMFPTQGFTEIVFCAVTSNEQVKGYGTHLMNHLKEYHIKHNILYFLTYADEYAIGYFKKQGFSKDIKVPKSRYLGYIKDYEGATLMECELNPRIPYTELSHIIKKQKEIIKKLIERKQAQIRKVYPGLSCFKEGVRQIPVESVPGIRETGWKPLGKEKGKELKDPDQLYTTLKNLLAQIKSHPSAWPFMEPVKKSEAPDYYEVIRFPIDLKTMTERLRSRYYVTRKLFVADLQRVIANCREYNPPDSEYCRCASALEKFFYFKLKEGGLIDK
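Fluorescence readout, Ex340nm/Em540nm: ThioGlo1 (50uM final) reacts with free CoA thiol released as 20nM GCN5L2 acetylates H3(1-25) peptide (75uM) using acetyl-CoA (70uM). Compound and enzyme sat 15 min beforehand; 20 min room-temperature reaction.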
TDP1 cell CPT – DT40-hTDP1 cell growth loss with CPT; Potency, µM (doses to about 46.2 µM), for the others: at the top dose activity change, negative = growth inhibition, most hits filed as inhibitors; AID 686979; chicken DT40 Tdp1-/-;hTDP1 cells + 20 nM CPT, ATP luminescence, 48 h; 12% of 420,000 active; note: nearly all actives have a fitted effect of over 55% in size
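Chicken DT40 Tdp1-/- cells complemented with human TDP1, 400 cells/well, exposed to compounds plus 20 nM camptothecin for at least 48 h at 37 C; viability read as ATP content by CellTiter-Glo luminescence.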
TDP1 cell noCPT – qHTS for Inhibitors of human tyrosyl-DNA phosphodiesterase 1 (TDP1): qHTS in cells in absence of CPT | Potency, µM (series often up to 46.2 µM), inactives show at the highest dose activity change, negative = growth inhibition, usual class: inhibitors | AID 686978, 2013 | DT40 Tdp1-/- hTDP1 cells, no CPT, ATP luminescence, 48 h | 15% of 420,000 active; note: nearly all actives have a fitted effect of over 55% in size
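Chicken DT40 Tdp1-/- cells stably complemented with human TDP1 were seeded at 400 cells/well with DMSO in place of 20 nM camptothecin. After compound pinning, cells grew at least 48 hr at 37 °C; viability read by CellTiter-Glo luminescence.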
* = called active by the depositor; u = inconclusive; x = not tested or not shown. Calls come from the whole dose curve; as a rule, active = well fitted curve in the direction sought with a large enough effect; inconclusive = small, poorly fitted or top-dose-only effect, or another doubt; inactive = no such curve, though single readings can be large; an effect the other way counts as inactive or inconclusive. % is set by controls: 0 for no effect and ±100 for the full control effect; potency is the fitted concentration of half-maximal effect. Random draw from the library (roughly 18% active in at least one column).

structure	GCN5L2 inh	TDP1 cell CPT	TDP1 cell noCPT
C/C(=N\NC(=O)c1cccc(F)c1)c1ccc(Br)s1	-18%	5.6µM*	7.1µM*
COc1ccccc1CNc1cc(-c2c(C)noc2C)ncn1	-7%	-3%	-10%
COc1ccc(C(=O)NCCc2c[nH]c3ccccc23)cc1OC	u	15%	-28%
C/C(=N\NC(=O)CN1CCCCC1)c1cccc([N+](=O)[O-])c1	x	12%	-7%
Cc1cnc(-c2nnc(N(C)C(=O)C3CCCO3)s2)cn1 (centres undefined)	1%	-7%	-13%
Cc1cc(C)n(C(=O)C(C(=O)c2ccccc2)C(C)C)n1 (centres undefined)	-1%	-3%	u
CCOC(=O)CNC(=O)c1cc(-c2ccc3c(c2)OCCO3)oc1C	2%	-23%	u
COc1ccc(-c2noc(CCC(=O)Nc3nc4ccccc4s3)n2)cc1	-8%	-4%	-21%
CCSc1ncc(Cl)c(C(=O)Nc2ccccc2Cl)n1	14%	-13%	u
Cc1ccc(CNC(=O)C2CCN(S(=O)(=O)N3CCOCC3)CC2)cc1	0%	-6%	-13%

The list continues:
structure	GCN5L2 inh	TDP1 cell CPT	TDP1 cell noCPT
CCN(CC)CCn1c(SCC(=O)NCc2ccccc2)nc2c(sc3ccccc32)c1=O	-11%	-5%	u
O=C(NC(=S)NCc1ccc(-c2nc3ccccc3s2)cc1)c1ccco1	1%	u	u
O=C1Nc2ccccc2OC1CC(=O)N1CCOCC1 (centres undefined)	0%	-15%	-23%
COc1cc(CC2COC(c3ccc(O)c(OC)c3)C2COC(C)=O)ccc1O (centres undefined)	-16%	-26%	-19%
CC(C)n1c(-c2ccncc2)n[nH]c1=S	-5%	6%	1%
COC(=O)c1sc(N2C(=O)C(O)=C(C(=O)c3ccc(C)o3)C2c2ccco2)nc1C (centres undefined)	-22%	2%	-11%
O=C(c1ccc(F)cc1)C1CCN(C(=O)c2ccc(F)cc2)CC1	-3%	-27%	-26%
CCOc1cc(C(=O)NCCc2ccc(S(N)(=O)=O)cc2)cc(OCC)c1OCC	-12%	-25%	u
Cc1cc(CNC(=O)c2cccnc2Cl)c2ccccc2n1	2%	u	u
COc1ccc2c(C)cc(SCC(=O)Nc3cc(C(N)=O)cc(C(N)=O)c3)nc2c1	-13%	u	u

Continued.
structure	GCN5L2 inh	TDP1 cell CPT	TDP1 cell noCPT
CC[C@H]1C/C=C\Cc2ccccc2[C@H](C(=O)C[C@@H](O)CC(C)=O)OC1=O	0%	1%	-19%
CCn1c(/C=C/c2ccccc2)nc2ccccc2c1=O	-6%	u	u
CCn1c(NCc2cccs2)nc2ccccc21	1%	-1%	u
CCOCCCN(C)C1CCN(S(=O)(=O)c2csc(C(N)=O)c2)CC1	-1%	2%	-7%
Cc1c(C)n(Cc2ccccc2)c2ccc(C(=O)NCc3ccc(OC(C)C)cc3)cc12	-5%	16µM*	12µM*
Cc1ccc(-c2nc(CN3CCN(c4cnccn4)CC3)c(C)o2)o1	u	18%	-14%
O=C(NC1CCCC1)C(c1cccnc1)N(C(=O)c1csnn1)c1ccc(F)cc1 (centres undefined)	-6%	-22%	-14%
Cc1ccc(-c2c(C(=O)N3CCOCC3)oc(=O)c3ccccc23)cc1	-5%	5%	-19%
COCCNS(=O)(=O)c1ccc(SC)cc1	-14%	0%	-6%
CNC(=S)n1cnc(N)n1	-10%	2%	-25%

The list continues.
structure	GCN5L2 inh	TDP1 cell CPT	TDP1 cell noCPT
CCOc1ccc(N(CC(=O)NN=C2CCN(C)CC2)S(=O)(=O)c2ccc(Br)cc2)cc1	-4%	u	-21%
CC(=O)N(c1ccccc1)c1nc(C)cc(C)c1C#N	4%	2%	3%
Cc1ccc(C)c(-c2[nH]c3c(c2-c2c(-n4cccc4)n(C)c(=O)[nH]c2=O)c(=O)[nH]c(=O)n3C)c1	-6%	-6%	12%
COc1ccc(/C=C/c2cc(O)cc(OC3OC(CO)C(O)C(O)C3O)c2)cc1 (centres undefined)	x	-28%	-20%
COC(=O)c1c(NC(=O)c2ccccc2F)sc(C(=O)N2CCOCC2)c1C	-7%	-26%	u
CC1(C)Cc2c(sc3[nH]c(=S)n(Cc4ccccc4)c(=O)c23)CO1	-9%	u	u
CCOc1ncccc1C(=O)OCCCC(=O)c1ccc(Br)cc1	-5%	2%	u
NC(=O)c1ccsc1NC(=O)COC(=O)c1cc(Cl)ccc1O	2%	u	-26%
CCOc1ccc(NCc2nnc(SCC(=O)Nc3cc(C)on3)n2-c2ccccc2OC)cc1	-5%	u	u
S=C(Nc1ccccc1)N1CCOCC1	0%	5%	12%

(list continues)
structure	GCN5L2 inh	TDP1 cell CPT	TDP1 cell noCPT
Cn1c(NN)nc2ccccc2c1=O	-1%	-14%	4%
COc1ccc(C(=O)Nc2cc(C)nn2-c2ccc(F)cc2)cc1	0%	-7%	-28%
Cc1cc[n+](CCC2CCCCC2)cc1	x	10µM*	11µM*
CCCn1c(C(C)Nc2nc(-c3ccc(C)cc3)cs2)nc2cc(Cl)c(Cl)cc21 (centres undefined)	-18%	u	-36%
COc1cccc(C(=O)NC2CCCc3ccccc32)c1 (centres undefined)	1%	-1%	-6%
CCCCN(CC)C(=O)c1cccc(Cl)c1	u	9%	-14%
O=S(=O)(CCc1nc2ccccc2[nH]1)c1ccc(Br)cc1	-2%	2%	u
Cc1cc(C)c(NC(=O)C2CCCO2)c(C)c1 (centres undefined)	x	1%	-15%
O=C(CSc1nnc(NC(=O)C2CC(=O)N(c3ccccc3)C2)s1)NCC1CCCO1 (centres undefined)	-15%	0%	-1%
COc1ccc(-c2csc(/C(C#N)=C/Nc3ccc4c(c3)OCCO4)n2)cc1	-1%	u	u

The listing continues:
structure	GCN5L2 inh	TDP1 cell CPT	TDP1 cell noCPT
CCOc1ccccc1NC(=O)CN(c1ccc(Cl)cc1)S(C)(=O)=O	-11%	u	u
C=CCn1c(SCCN)nnc1-c1cccc(S(=O)(=O)N2CCOCC2)c1	x	-28%	u
Cc1c(C(C)(C)O)[nH]c2cc(C(F)(F)F)ccc12	2%	u	13µM*
COc1ccc2nc(C)cc(N/N=C/c3cccc(OC)c3O)c2c1	-10%	u	u
O=C(CC1CCOCC1)Nc1ccc(Cl)c(Cl)c1	-9%	-24%	u
O=C(CSc1nc2ncccc2[nH]1)c1cccc([N+](=O)[O-])c1	-4%	-1%	-28%
COc1ccc(S(=O)(=O)c2ccc(OCC3CO3)cc2)cc1 (centres undefined)	-3%	-13%	-16%
c1ccc(NC2=Nc3ccccc3CS2)cc1	1%	-18%	-6%
CC1(C(=O)NCc2ccccc2)CN(S(C)(=O)=O)CC(=O)N1CCc1ccc(O)cc1 (centres undefined)	x	10%	23%
Cc1c(O)c(=O)c2ccccc2n1C	u	u	u

The listing continues.
structure	GCN5L2 inh	TDP1 cell CPT	TDP1 cell noCPT
O=C(NC(NNc1ccc([N+](=O)[O-])cc1)(C(F)(F)F)C(F)(F)F)c1ccccc1Cl	-1%	1%	-15%
Cc1cccc(NC(=O)COc2ccccc2C(=O)Nc2ccccc2)c1	x	u	u
CCc1ccc(NC(=O)CCNS(=O)(=O)c2cccc3nonc23)cc1	1%	u	-10%
CCC(C(=O)OCC(=O)Nc1ccc(OC)cc1OC)c1ccccc1 (centres undefined)	-10%	26%	-19%
CCOc1ccc(CN2CCN(Cc3c(C)nn(CC)c3C)CC2CCO)cc1 (centres undefined)	-8%	-16%	-26%
CCOc1ccc(S(=O)(=O)c2cn(Cc3cc(C)ccc3C)c3ccc(OCC)cc3c2=O)cc1	-2%	u	u
C/C(=N\NC(=O)c1ccccc1C)c1cccc([N+](=O)[O-])c1	-8%	-7%	-4%
CCOC(=O)C1CCCN(C2CC(=O)N(c3ccc(N4C(=O)CC(N5CCCC(C(=O)OCC)C5)C4=O)cc3)C2=O)C1 (centres undefined)	7%	u	u
Cc1ccc2nc(NC(=O)CSc3nc4c(c(=O)n3C)SC(C)C4)sc2c1 (centres undefined)	0%	21µM*	21µM*
C[C@H](c1ccccc1)N1C[C@@H](COCc2ccccc2)Oc2cc(N3CC[C@H](O)C3)ccc2S1(=O)=O	x	u	16µM*

(further entries)
structure	GCN5L2 inh	TDP1 cell CPT	TDP1 cell noCPT
CCN1CCN(S(=O)(=O)c2ccc(Cl)c(C(=O)N(C)Cc3cccc(OC)c3)c2)CC1	-1%	-21%	-19%
COc1cccc(C(=O)NCCN2CCOCC2)c1	-6%	-25%	2%
CC(=O)Oc1ccc2nc(/C=C/c3ccc(C=O)cc3)oc(=O)c2c1	-3%	-2%	-3%
COC(=O)c1ccc2nc(-c3cccc(Br)c3)c(Cc3ccccc3C(F)(F)F)n2c1	x	-1%	-18%
O=C(CCNc1n[nH]c(=O)[nH]c1=O)N/N=C\c1cccc(OCc2ccccc2)c1	3%	-8%	-10%
CC(C)CC(=O)N=C1SC2CS(=O)(=O)CC2N1CCc1ccccc1 (centres undefined)	-1%	-3%	-19%
COC(=O)C1C(c2ccc(Cl)cc2)NC(c2ccc(Cl)cc2)C(C(=O)OC)S1(=O)=O (centres undefined)	-6%	-18%	-10%
O=[N+]([O-])c1cccc(-c2cc(-c3cc(Br)ccc3O)[nH]n2)c1	-4%	u	21µM*
N#Cc1ccc(C(=O)Nc2ccc3c(c2)N(C2CCCC2)C(=O)c2ccccc2S3)cc1	0%	23µM*	18µM*
Cc1cc(C)cc(NC(=O)CN(Cc2ccccc2)S(C)(=O)=O)c1	-3%	u	13µM*

(list continues)
structure	GCN5L2 inh	TDP1 cell CPT	TDP1 cell noCPT
Fc1ccc(-c2csc(-c3ccccn3)n2)cc1F	-10%	-7%	-23%
COCCSc1ncnc2c1oc1nc3c(cc12)COC(C)(C)C3	1%	-28%	u
CCOC(=O)Cc1csc(NC(=O)NC2(C(F)(F)F)Oc3cc(Cl)c(Cl)cc3O2)n1	-2%	23µM*	u
Cc1cccc(-c2nnc(SCC(=O)NCc3ccc4c(c3)OCO4)n2C)c1	-3%	-14%	u
CCCCc1nc2ccccc2c(NC(=O)CNC(C)(C)C)c1CCC	x	u	u
COc1ccc(Cc2c(-c3ccccc3)nc3c(C)cc(Br)cn23)c(C)c1	x	16µM*	u
CC(C)C[C@H](NC(=O)c1nc[nH]c1C(=O)NCC(=O)OCc1ccccc1)C(=O)OC(C)(C)C	u	u	u
CCOc1cccc2cc(C(=O)NCc3ccc(OC)cc3)c(=N)oc12	-2%	26µM*	u
C=CCn1c(C)c(C(C)=O)c(N2CCN(c3ccccc3)CC2)nc1=S	3%	u	u
Cc1cccc(Nc2nnc(SC/C(O)=C(\C#N)c3nc4ccccc4[nH]3)s2)c1	-17%	-19%	u
CCOc1cccc(OCCNC2CCCC2)c1	-20%	-17%	-28%
CCCS(=O)(=O)c1nc(S(=O)(=O)c2ccc(C)cc2)c(N2CCCCC2)s1	x	u	u

Of the compounds above, these have two or more sulfur atoms:
structure	GCN5L2 inh	TDP1 cell CPT	TDP1 cell noCPT
CCN(CC)CCn1c(SCC(=O)NCc2ccccc2)nc2c(sc3ccccc32)c1=O	-11%	-5%	u
O=C(NC(=S)NCc1ccc(-c2nc3ccccc3s2)cc1)c1ccco1	1%	u	u
CCOCCCN(C)C1CCN(S(=O)(=O)c2csc(C(N)=O)c2)CC1	-1%	2%	-7%
COCCNS(=O)(=O)c1ccc(SC)cc1	-14%	0%	-6%
CC1(C)Cc2c(sc3[nH]c(=S)n(Cc4ccccc4)c(=O)c23)CO1	-9%	u	u
O=C(CSc1nnc(NC(=O)C2CC(=O)N(c3ccccc3)C2)s1)NCC1CCCO1 (centres undefined)	-15%	0%	-1%
C=CCn1c(SCCN)nnc1-c1cccc(S(=O)(=O)N2CCOCC2)c1	x	-28%	u
Cc1ccc2nc(NC(=O)CSc3nc4c(c(=O)n3C)SC(C)C4)sc2c1 (centres undefined)	0%	21µM*	21µM*
CC(C)CC(=O)N=C1SC2CS(=O)(=O)CC2N1CCc1ccccc1 (centres undefined)	-1%	-3%	-19%
Cc1cccc(Nc2nnc(SC/C(O)=C(\C#N)c3nc4ccccc4[nH]3)s2)c1	-17%	-19%	u
CCCS(=O)(=O)c1nc(S(=O)(=O)c2ccc(C)cc2)c(N2CCCCC2)s1	x	u	u

Assay outcomes deposited in PubChem by National Center for Advancing Translational Sciences (NCATS).
